From PubChem
D2 antagonist – D2 dopamine receptor (human) antagonism; P14416; HEK293 TREx D2 cells, calcium flux, dopamine EC80; inhibition, % at 10 µM; actives 2% (n = 340,000); AID 485344; in the data active = inhibition above about 30%; note: 0% is about no effect
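Calcium flux kinetic readout in an inducible HEK293 TREx D2 line plated overnight at 30 C. After 180 s compound exposure, an EC80 dopamine challenge follows with another 180 s kinetic read to detect antagonism.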
TRHR ag – TRH receptor (human) agonism | P34981 | TRHR cells, calcium flux fluo-8, FDSS agonist mode | activation, % at 2 µM | actives 0.18% (n = 360,000); in the data active = activation above about 30%; note: 0% is about no effect
Target sequence (P34981 whole entry, looked up): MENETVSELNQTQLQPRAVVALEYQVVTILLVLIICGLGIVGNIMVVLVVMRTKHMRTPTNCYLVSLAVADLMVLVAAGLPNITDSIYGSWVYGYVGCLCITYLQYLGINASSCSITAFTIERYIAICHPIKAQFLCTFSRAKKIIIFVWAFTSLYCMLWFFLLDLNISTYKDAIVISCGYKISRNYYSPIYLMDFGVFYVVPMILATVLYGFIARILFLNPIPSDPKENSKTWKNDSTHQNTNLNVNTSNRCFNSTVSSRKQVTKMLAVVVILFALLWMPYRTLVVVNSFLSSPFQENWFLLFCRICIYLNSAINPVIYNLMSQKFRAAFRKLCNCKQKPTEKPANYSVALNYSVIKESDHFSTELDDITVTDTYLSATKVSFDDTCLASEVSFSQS
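Steps: seed TRHR cells overnight; add fluo-8 no-wash Ca dye, RT 30 min–1.5 h; record 10 s baseline; pin-transfer compounds; monitor fluorescence 1 cycle/s for the agonist window. Calcium increases flag candidate agonists.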
mIDH1 inhibitor – inhibitors of human mutant IDH1 R132H | O75874 | IDH1-R132H enzyme, NADPH consumption, diaphorase/resazurin fluorescence | Potency, µM (highest dose often 76.6 µM), inactives show at the top dose activity change, negative = inhibition, hits mostly inhibitors | actives 0.093% (n = 390,000); note: potency is the fitted concentration of half-maximal effect; % is set by controls: 0 for no effect and ±100 for the full control effect; nearly all actives have a fitted effect of over 65% in size
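IDH1-R132H (0.5 ug/mL dispensed) in pH 7.5 Tris buffer was preincubated 30 min with compound, then given a substrate mix of 0.016 mM NADPH and 2 mM alpha-KG for 80 min at room temperature; remaining NADPH was read by diaphorase/resazurin fluorescence.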
TrxR1 substrate – substrates of rat thioredoxin reductase 1; O89049; purified TrxR1 substrate turnover, NADPH consumption readout; Potency, µM (titrated, usually from 114 µM), without a hit: at the highest dose activity change, negative = substrate turnover; actives 0.01% (n = 390,000); note: potency is the fitted concentration of half-maximal effect; % is set by controls: 0 for no effect and ±100 for the full control effect; nearly all actives have a fitted effect of over 50% in size
Target sequence (O89049 whole entry, looked up): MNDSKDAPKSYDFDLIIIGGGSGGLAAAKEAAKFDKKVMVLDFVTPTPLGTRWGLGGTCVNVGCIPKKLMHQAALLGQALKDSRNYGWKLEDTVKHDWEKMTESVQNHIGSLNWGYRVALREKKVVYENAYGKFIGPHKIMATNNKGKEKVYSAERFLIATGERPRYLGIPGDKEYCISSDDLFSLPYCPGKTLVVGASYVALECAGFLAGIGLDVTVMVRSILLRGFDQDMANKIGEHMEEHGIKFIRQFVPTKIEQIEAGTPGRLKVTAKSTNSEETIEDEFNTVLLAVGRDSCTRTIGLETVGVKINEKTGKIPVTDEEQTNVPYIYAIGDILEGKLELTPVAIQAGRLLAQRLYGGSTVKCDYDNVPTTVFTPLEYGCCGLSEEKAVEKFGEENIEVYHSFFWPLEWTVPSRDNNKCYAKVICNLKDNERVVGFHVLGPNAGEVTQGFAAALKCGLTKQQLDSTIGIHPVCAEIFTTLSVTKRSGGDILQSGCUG
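Rat TrxR1, dispensed at 90 nM, was prereduced with 400 uM NADPH (final) for 5 min at ~22 deg C, then incubated with compound 15 min before 400 uM selenite. A first-read NADPH fluorescence drop versus no-compound background flagged substrates.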
D2 ag – D2 dopamine receptor (human) agonism. P14416. HEK293 T-REx D2 cells, calcium flux agonist mode. activation, % at 2 µM. actives 0.53% (n = 340,000). AID 485358;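 active = activation over 3 SD above normal in the single-dose calcium agonist read, cut at about 30% in these data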; note: 0% is about no effect
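In this primary screen, compounds producing a positive calcium signal within 180 s of addition to tetracycline-induced, force-coupled HEK293 Trex D2 cells are flagged; cells are dye-loaded with a no-wash calcium kit beforehand.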
TRHR PAM – TRH receptor (human) allosteric enhancement | P34981 | TRHR cells, fluo-8 calcium fluorescence, EC20 TRH enhancement | enhancement, % at 2 µM | actives 0.66% (n = 360,000); in the data active = enhancement above about 30%; note: 0% is about no effect
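TRHR-expressing cells loaded with fluo-8 calcium dye were read kinetically (ex 480/em 530) during compound addition, then stimulated with an EC20 of TRH (10 nM final). Enhancement of the Gq-mediated intracellular calcium response was scored.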
USP1-UAF1 inh – blocks the human USP1/UAF1 deubiquitinase complex | recombinant USP1/UAF1, Ub-Rhodamine cleavage fluorescence | O94782 | Potency, µM (top dose mostly 57.1 µM), inactives show at the top dose activity change, negative = inhibition, most hits filed as inhibitors | actives 0.23% (n = 390,000) | AID 743255; note: potency is the fitted concentration of half-maximal effect; % is set by controls: 0 for no effect and ±100 for the full control effect; nearly all actives have a fitted effect of over 60% in size; inactives centre near -12
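Step one: compound is pinned into 1nM USP1/UAF1 in HEPES pH 7.8 buffer with TCEP. Step two: 15 min room-temperature incubation. Step three: Ub-Rho (150nM final) starts cleavage, tracked by fluorescence over six one-minute reads.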
rTrxR1 inhibitor – rat TrxR1 inhibition | O89049 | recombinant rTrxR1, NADPH fluorescence consumption, selenite substrate | Potency, µM (highest dose often 114 µM), for the others: at the highest dose activity change, negative = inhibition, hits mostly inhibitors | actives 1% (n = 390,000) | AID 588453; note: potency is the fitted concentration of half-maximal effect; % is set by controls: 0 for no effect and ±100 for the full control effect; nearly all actives have a fitted effect of over 65% in size
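Rat TrxR1 (90 nM in the dispensed reagent) was pre-reduced with 400 uM NADPH for 5 min at room temperature, then incubated with compound for 15 min. After 400 uM selenite was added, NADPH fluorescence (Ex 340/Em 450 nm) was followed for 8 min.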
Pin1 inh – inhibitors of human Pin1; Q13526; Pin1 FP peptide displacement, HiFluor488, 10 min; Potency, µM (titrated, usually from 115 µM), for inactives: at the top dose activity, negative = inhibition, most hits filed as inhibitors; actives 0.009% (n = 390,000); active = well fitted inhibition curve with a large enough effect in the polarisation, with a control signal flat, not every such curve was filed as active; inconclusive = small, poorly fitted or top-dose-only effect, or effect the other way, or a change in a side signal; inactive = no such curve, though single readings can be large or run the other way; the % refers to the polarisation; note: potency is the fitted concentration of half-maximal effect; % is set by controls: 0 for no effect and ±100 for the full control effect
Target sequence (Q13526 whole entry, looked up): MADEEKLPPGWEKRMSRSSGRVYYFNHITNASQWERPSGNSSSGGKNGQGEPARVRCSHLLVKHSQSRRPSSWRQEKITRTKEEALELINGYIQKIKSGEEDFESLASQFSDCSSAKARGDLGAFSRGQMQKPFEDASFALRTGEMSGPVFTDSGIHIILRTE
An asterisk follows results filed as active; ? = inconclusive; nt = no result given; & = joins results of further samples; [ ] = another dose, or the depositor's remark. Unless noted, calls come from the whole dose curve; as a rule, active = well fitted inhibition curve with a large enough effect; inconclusive = small, poorly fitted or top-dose-only effect; inactive = no such curve, though single readings can be large or run the other way. Not all compounds are listed; rates above refer to the full screens.

| compound | D2 antagonist | TRHR ag | mIDH1 inhibitor | TrxR1 substrate | D2 ag | TRHR PAM | USP1-UAF1 inh | rTrxR1 inhibitor | Pin1 inh |
| --- | --- | --- | --- | --- | --- | --- | --- | --- | --- |
| O=C(NNC(=S)Nc1cccc(Cl)c1)c1ccccc1OC(F)F | 4 | 0.1 | 2% | -2% | 1.3 | 20 | -21% | ? | -3% |
| COc1ccc(CCNC(=O)c2cc(C(C)C)on2)cc1OC | -5 | 0.4 | 1% | 15%[57.1 µM] | -0.3 | 26 | -14% | 7%[57.1 µM] | 0% |
| Cc1ccc2[nH]c3c(=O)n(Cc4ccncc4)cnc3c2c1 | 17 | 0.6 | 1% | 10% | -0.1 | -15 | -24% | 11% | -5% |
| CC(=O)Nc1ccc(S(=O)(=O)N2CCCN(S(=O)(=O)c3ccc(NC(C)=O)cc3)CC2)cc1 | 3 | 0.1 | 4% | 11%[57.1 µM] | 0.1 | 6 | -16% | 10%[57.1 µM] | 4% |
| Cc1cc(Br)c(OCc2ccc(C(=O)N/N=C/c3ccc[nH]3)cc2)c(Br)c1 | -55 | -0.9 | 3% | 3% | 0.7 | 4 | -7% | 13% | -3% |
| COCCCC1CCN(C(=O)C2CCC(=O)N(CCc3cccc(F)c3)C2)CC1 (stereo not drawn) | -14 | 0.0 | 1% | 6% | -0.6 | -1 | -15% | 8% | -8% |
| CC(=O)C1=C(c2ccccc2)NC(=O)NC1c1ccccc1OCC#N (stereo not drawn) | 1 | -0.1 | 4% | 6% | 0.3 | -1 | -21% | 6% | 5% |
| CCCC/C(=N\NC(=O)c1ccc(Br)o1)c1ccccc1 | 9 | -0.3 | 5% | -19%[57.1 µM] | -0.4 | -6 | -18% | 9%[57.1 µM] | 0% |
| CCOc1cc(C(=O)NC2=NCCS2)cc(OCC)c1OCC | 15 | -0.2 | -3% | -1% | -0.5 | -4 | -9% | 5% | 8% |
| O=C(O)c1ccccc1-c1ccccc1C(=O)NNc1ccc([N+](=O)[O-])cc1 | 3 | 0.4 | 6% | -5% | 0.1 | -10 | -14% | -5% | 2% |
| O=C(c1ccc(Cl)c([N+](=O)[O-])c1)N1CCN(c2ccccc2)CC1 | -6 | -0.7 | 0% | -1% | -0.6 | 13 | -13% | 3% | -2% |
| CCCNC(=S)NC1CCCC1 | 2 | 0.4 | 0% | -2% | 0.4 | 3 | -17% | -12% | 0% |
| CCOc1c(Br)cc(C(=O)OCC(=O)N2CCc3ccccc3C2)cc1OC | 18 | -0.5 | -1% | 1% | 0.5 | 2 | -23% | 26% | 82%[activator] |
| COc1ccc(-c2cnc(SCC(=O)Nc3nc(C(C)(C)C)cs3)n2Cc2ccco2)cc1 | -5 | 0.7 | -1% | -2%[2.29 µM] | -0.1 | 1 | -13% | -7% | 61%[activator] |
| COC(=O)c1ccccc1OCCOCCOc1cccc2ccc(C)nc12 | -28 | -1.1 | 8% | -10%[57.1 µM] | 0.4 | 4 | -8% | 23%[57.1 µM] | 6% |
| O=C(Cc1ccccc1F)Nc1nc(-c2cccs2)cs1 | nt | -0.2 | 5% | -18% | nt | 2 | -14% | -13% | 0% |
| COc1ccc(C(=O)N/C(=C\c2cn(S(=O)(=O)N(C)C)c3ccccc23)C(=O)NCCN2CCOCC2)cc1 | 1 | -0.2 | -10% | 9%[57.1 µM] | 0.6 | 6 | -23% | 19%[57.1 µM] | 10% |
| Cc1oc(=O)c(NC(=O)c2ccc(Cl)cc2)cc1C(=O)c1ccccc1 | 11 | -0.5 | -4% | 5% | -0.8 | -2 | -17% | ? | 2% |
| Cn1c(=O)c2[nH]c(COc3ccccc3)nc2n(C)c1=O | nt | nt | 3% | 14% | nt | nt | -27% | 34% | ? |
| CCn1cc(C(=O)NCc2ccccc2Cl)cn1 | 10 | 0.8 | 9% | 2%[57.1 µM] | 0.6 | -5 | 2% | 2%[57.1 µM] | 1% |
| O=C(Nc1nnc(C2CC2)s1)C1Cc2ccccc2CN1C(=O)c1ccco1 (stereo not drawn) | 27 | 0.5 | 1% | 4% | -0.4 | -3 | -27% | ? | -12% |
| COc1cc(F)cc(-c2ccc3c(c2)c(C#Cc2ccsc2)c(-c2cc(OC)cc(OC)c2)n3C)c1 | nt | nt | 13% | 88%[activator] | nt | nt | -28% | 75% | 54%[activator] |
| CC1(C)Cc2c(sc3c4nnnn4c4nnnn4c23)CO1 | -2 | -0.2 | nt | nt | -0.7 | 1 | nt | nt | nt |
| Cc1cc(Nc2nc(Cl)c(Cl)cc2Cl)n(-c2ccccc2)n1 | 12 | -0.2 | 12% | -4% | -1.0 | 7 | -13% | -9% | 2% |
| Cc1cccc2[nH]c(CN(C)C(=O)C3CCC(=O)N(CCc4ccccc4)C3)nc12 (stereo not drawn) | -6 | 0.0 | 10% | -1% | 1.1 | 11 | -3% | 4% | -4% |
| COc1ccc(-c2nnc(SCC(=O)Nc3ccccc3OC)o2)cc1 | 12 | 0.0 | 7% | 14% | 0.4 | 1 | -17% | 29% | -1% |
| COc1ccc(C(c2nnnn2Cc2ccccc2)N2CCN(c3nc4ccccc4s3)CC2)cc1OC (stereo not drawn) | 22 | -0.2 | -1% | -9% | 0.4 | 7 | -10% | -12% | 43%[activator] |
| CCOc1ccc(CC(C(N)=O)C(N)=O)cc1 | 9 | 0.7 | -2% | -9% | 1.4 | -1 | -13% | -2% | -1% |
| C#CCOCCOCCOCCNc1nc(N2CCN(C(=O)[C@H]([C@@H](C)CC)n3cc(CCC(=O)O)nn3)CC2)nc(N2CCN(C(=O)[C@H](CCCCN)n3cc(CCC(=O)O)nn3)CC2)n1 | nt | nt | 1%[38.3 µM] | -1% | nt | nt | -12% | 16% | 0% |
| COC(=O)[C@@H]1[C@H]2C[C@H]3c4[nH]c5ccccc5c4CCN3C[C@@H]2CC[C@@H]1O | 58* | -0.2 | -14%&-7% | 9%[57.1 µM] | 0.1 | 2 | -15%&6% | 10%[57.1 µM] | ? |
| CN(C1CCCCC1)S(=O)(=O)c1ccc(NC(=O)C2CCCCC2)cc1 | 17 | 0.0 | 8% | -5% | 0.9 | 13 | -10% | -4% | 4% |
| CC(C)NC(=O)C(c1ccc(F)cc1)N(C(=O)CCC(=O)Nc1ccccn1)c1cccc(F)c1 (stereo not drawn) | -20 | -0.1 | -8% | 3% | -0.5 | -1 | -6% | 19% | 3% |
| Cc1csc(NC(=O)c2cc(C)on2)n1 | 29 | -0.1 | -9% | 1% | 0.0 | -10 | -18% | 14% | 2% |
| COc1ccc(NC(=O)CN(C)CC(=O)NCc2ccc(C)cc2)cc1 | -13 | 0.1 | -4% | 8% | 0.2 | -3 | -22% | 11% | -1% |
| O=C(Nc1ccccc1N1CCOCC1)c1ccccc1NS(=O)(=O)c1ccc(F)c(F)c1 | -3 | 2.6 | -9% | -3% | 2.4 | -6 | -1% | 13% | 5% |
| COc1ccc(NC(=O)C(CCCCNC(=O)OC(C)(C)C)NC(=O)OCc2ccccc2)cc1 (stereo not drawn) | -5 | 0.4 | 0% | 8%[57.1 µM] | 0.4 | -5 | -16% | 8%[57.1 µM] | 4% |
| COc1ccc2[nH]c(=O)c(CN(Cc3cccs3)C(=S)Nc3cccc(C)c3)cc2c1 | -12 | -0.7 | 2% | -2% | -0.5 | -9 | -4% | -8% | 11% |
| O=C(CSc1nc2ccccc2n1CCc1ccccc1)NC1CCS(=O)(=O)C1 (stereo not drawn) | 26 | 1.1 | 10% | -1% | -0.3 | 0 | -15% | 6% | 6% |
| Cc1ccc(-c2noc(CSc3nnc(-c4ccccc4)n3C)n2)cc1 | -18 | -0.1 | 0% | 4%[57.1 µM] | -0.3 | 5 | -5% | 6%[57.1 µM] | 0% |
| O=c1oc2ccccc2n1Cc1ccccc1F | -4 | 0.3 | 4% | -10% | -0.2 | -6 | -6% | -11% | 0% |
| Cc1ccc(OCC(=O)NN2C(=O)c3ccccc3C2=O)cc1 | 14 | 0.7 | -10% | 2% | -0.1 | 2 | -24% | 17% | -4% |
| COC(=O)c1cc(O)c(OCc2ccccc2)c(O)c1 | -4 | -0.7 | 4% | 4% | 0.1 | -3 | -17% | 5% | -1% |
| COC(=O)Cn1nc(-c2ccc(C)c(S(=O)(=O)N(C)C)c2)c2ccccc2c1=O | 10 | -0.2 | 0% | -6% | -0.8 | 5 | -9% | 10% | -1% |
| CCN(CCNC(=O)C1CCN(Cc2nc(-c3cccc(Cl)c3)oc2C)CC1)c1ccccc1 | -7 | 0.1 | 0% | -8% | 1.7 | -6 | -18% | -8% | -6% |
| Cc1ccc(C(=O)O)cc1S(=O)(=O)N1CCC(C(=O)O)CC1 | -15 | 0.5 | 1% | 12%[57.1 µM] | 0.0 | 6 | 5% | -7% | 2% |
| CCCCCCCCC(=O)O | nt | nt | -2% | 3% | nt | nt | -23% | 12% | ? |
| O=C(C1COc2ccccc2O1)N1CCN(Cc2ccc3c(c2)OCO3)CC1 (stereo not drawn) | 24 | 1.2 | 11% | -2% | -1.5 | -9 | -10% | -7% | -8% |

Full records, looked up by structure. Values in the order: D2 antagonist, TRHR ag, mIDH1 inhibitor, TrxR1 substrate, D2 ag, TRHR PAM, USP1-UAF1 inh, rTrxR1 inhibitor, Pin1 inh
CCN(CCNC(=O)C1CCN(Cc2nc(-c3cccc(Cl)c3)oc2C)CC1)c1ccccc1 as listed: -7, 0.1, 0%, -8%, 1.7, -6, -18%, -8%, -6%
COc1ccc(NC(=O)CN(C)CC(=O)NCc2ccc(C)cc2)cc1 as listed: -13, 0.1, -4%, 8%, 0.2, -3, -22%, 11%, -1%
COC(=O)c1cc(O)c(OCc2ccccc2)c(O)c1 as listed: -4, -0.7, 4%, 4%, 0.1, -3, -17%, 5%, -1%
